High-throughput results from PubChem BioAssay.
LMPTP inh – LMPTP (human) inhibition | inhibition, % at 20 µM | recombinant LMPTP-A, OMFP fluorogenic substrate, fluorescence intensity | hit rate 0.22% among 360,000 | AID 651560 | P24666;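 active means compounds that cut the enzyme signal by at least half of the control window in the single-dose screen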;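 further: plate controls were DMSO wells with enzyme plus substrate for no effect and substrate without enzyme for full effect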
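test system = LMPTP-A | amount = 0.625 nM LMPTP-A final | reagent = fluorogenic phosphatase substrate OMFP at 400 µM final | incubation = 50 min at room temperature | benchmarks = no-enzyme low control, uninhibited high control | medium = Bis-Tris pH 6.0, DTT, detergent | signal = fluorescence intensity of OMFP turnover product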
Scp1 inh – Scp-1 (human) phosphatase inhibition; Recombinant Scp1, phosphopeptide, malachite green phosphate absorbance; inhibition, % at 20 µM; hit rate 0.88% among 340,000;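 active means inhibition above about 50% at 20 µM, limit read from the data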;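 further: plate controls were DMSO wells with enzyme for no effect and wells lacking enzyme for full effect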
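System: SCP-1 catalytic domain; Reagent: Phospho 17-mer peptide substrate; Doses: one concentration, 20 µM, with 1.0% DMSO; Incubation: 45 min room-temperature reaction, 5 min colour, 30 min stabiliser; Signal: Phosphate-binding colour reagent, absorbance read at 630 nm.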
STEP block – blocks human striatal-enriched tyrosine phosphatase; P54829; AID 588621; hit rate 0.25% among 360,000; inhibition, % at 20 µM; recombinant STEP, OMFP fluorogenic substrate, fluorescence;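 active means inhibition at 20 µM, scaled per plate between control wells, above about 37%, limit read from the data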;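 further: 0% = DMSO with enzyme and substrate and 100% = substrate only without enzyme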
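Assay system: isolated STEP enzyme / Timing: 20 min at room temperature, dark / Doses: 20 µM, 1% DMSO / Technique: fluorescence intensity, excitation 480 nm, emission 540 nm / Reagent: fluorogenic phosphatase substrate OMFP at 25 µM final / Measure: percent inhibition scaled to no-enzyme and uninhibited-enzyme controls, plate-pattern corrected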
eLon inh – inhibitors of E. coli Lon protease. P0A9M0. purified E. coli Lon protease, fluorescence polarization. inhibition, % at 7.94 µM. hit rate 0.42% among 360,000; in the data active means inhibition above about 13%, passing the limit was not always enough;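 further: 0% = enzyme with probe and DMSO and 100% = no enzyme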
NRP1-CendR mod – modulators of CendR peptide binding to human neuropilin-1; O14786; FAM-RPARPAR peptide binding to NRP-1, fluorescence polarization; inhibition, % at 25 µM; hit rate 0.85% among 360,000; AID 602438;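 active means inhibition or corrected inhibition above about 18%, plus a signal ratio from 0.5 to 1.5, limit read from the data, passing the limit was not always enough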; further: strong numbers were not always called active
Tb MetRS inh – blocks T. brucei methionyl-tRNA synthetase activity. purified T. brucei MetRS, ATP depletion, Kinase-Glo luminescence. inhibition, % at 11.9 µM. hit rate 0.4% among 360,000;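 active means inhibition above a per-plate cutoff of the control wells' mean inhibition plus 3 SD, cut at about 5.5% in these data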;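 further: 0% = DMSO wells median and 100% = median of wells with control inhibitor compound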
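Dosing: 11.9 µM single point; system: parasite MetRS enzyme; technique: luminescence of leftover ATP; times: 15 min enzyme-compound preincubation, 2 h reaction, 10 min detection, 25 °C; replicates: each compound tested once; read-out basis: percent inhibition relative to median high and low control wells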
bovine MsrA act – activators of bovine methionine sulfoxide reductase A | purified bovine MsrA, absorbance read-out | activation, % at 10.6 µM | hit rate 0.3% among 360,000; in the data active means activation above about 7.5%;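 further: 0% = vehicle and 100% = reference activator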
SUMO1 PPI mod – SUMO1-SIM interaction modulation; inhibition, % at 20 µM; P63165; SUMO1 binding to a labelled peptide, TR-FRET, 1 h; hit rate 0.33% among 360,000; in the data active means inhibition above about 37%
MsrA inhibitor – inhibitors of bovine MsrA; AID 651718; purified bovine MsrA, absorbance read-out; inhibition, % at 15.5 µM; hit rate 0.75% among 360,000; in the data active means inhibition above about 4.5%;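 further: 0% = vehicle wells with enzyme and 100% = reference inhibitor wells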
DNMT1 block – inhibitors of human DNMT1 | P26358 | DNMT1 molecular beacon, Hinp1I cleavage, fluorescence | inhibition (reported as % activation of signal), % at 10 µM | hit rate 0.83% among 360,000; in the data active means inhibition above about 50%
Target sequence (P26358 504-1616 limits assumed): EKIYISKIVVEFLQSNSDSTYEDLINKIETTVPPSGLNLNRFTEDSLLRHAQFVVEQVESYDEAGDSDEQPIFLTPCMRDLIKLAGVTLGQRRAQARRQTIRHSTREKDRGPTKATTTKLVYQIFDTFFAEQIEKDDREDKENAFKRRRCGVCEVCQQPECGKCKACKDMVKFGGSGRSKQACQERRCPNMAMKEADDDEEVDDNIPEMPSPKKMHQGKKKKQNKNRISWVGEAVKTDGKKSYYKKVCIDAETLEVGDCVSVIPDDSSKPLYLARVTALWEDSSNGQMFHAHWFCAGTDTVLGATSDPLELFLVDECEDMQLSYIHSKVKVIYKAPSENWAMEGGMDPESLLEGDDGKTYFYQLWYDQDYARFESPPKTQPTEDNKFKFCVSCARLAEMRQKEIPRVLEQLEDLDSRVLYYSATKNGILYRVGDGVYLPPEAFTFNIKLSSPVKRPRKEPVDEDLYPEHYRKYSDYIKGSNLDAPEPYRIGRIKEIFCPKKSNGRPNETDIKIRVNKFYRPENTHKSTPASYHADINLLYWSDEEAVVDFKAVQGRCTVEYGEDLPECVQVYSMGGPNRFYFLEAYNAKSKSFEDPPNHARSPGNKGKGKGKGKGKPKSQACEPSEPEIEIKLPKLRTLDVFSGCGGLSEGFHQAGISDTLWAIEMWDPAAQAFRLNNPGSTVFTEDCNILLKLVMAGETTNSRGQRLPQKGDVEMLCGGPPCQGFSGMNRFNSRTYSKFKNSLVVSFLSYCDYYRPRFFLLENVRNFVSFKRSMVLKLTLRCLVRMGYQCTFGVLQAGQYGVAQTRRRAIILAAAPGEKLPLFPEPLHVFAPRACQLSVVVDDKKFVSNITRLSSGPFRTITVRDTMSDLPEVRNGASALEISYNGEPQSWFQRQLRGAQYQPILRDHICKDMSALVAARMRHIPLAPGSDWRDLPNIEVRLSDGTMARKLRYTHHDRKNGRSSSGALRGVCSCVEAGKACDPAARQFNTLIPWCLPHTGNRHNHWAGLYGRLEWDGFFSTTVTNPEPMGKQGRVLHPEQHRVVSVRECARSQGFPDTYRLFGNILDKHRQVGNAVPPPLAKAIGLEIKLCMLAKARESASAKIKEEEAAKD
* marks the source's active call; other numbers are inactive results; . = not tested or not shown; & = joins results of further samples. This is a random part of the collection; about 4.3% have a hit in one of these screens.

SMILES	LMPTP inh	Scp1 inh	STEP block	eLon inh	NRP1-CendR mod	Tb MetRS inh	bovine MsrA act	SUMO1 PPI mod	MsrA inhibitor	DNMT1 block
Clc1ccc(CSc2nnc(-c3sccc3-n3cccc3)o2)cc1	1.7	-14	1	-2	10	-0.7	-7	-2	2.0	-6
O=C(Cc1ccccc1)NC(C(=O)O)C(O)c1ccc([N+](=O)[O-])cc1 (centres undefined)	-0.6	-1	0	4	-2	-0.3	-2	-6	-1.6	1
CCCNC(=O)C1(C)CCCN(C(=O)c2cc(C(C)(C)C)nn2C)C1 (centres undefined)	-1.9	.	0	-8	-10	-0.1	-2	-4	-0.2	4
CC(=O)c1ccc(OC(=O)Cc2cccc3ccccc23)cc1	-1.1	-2	2	-2	3	-0.9	-5	2	-0.1	3
CCC1CCCCN1CC(=O)Nc1ccc2c(c1)OCCO2 (centres undefined)	0.3	0	-1	1	-16	-0.5	-3	-3	1.3	-3
O=C(CSc1ccc2nnc(-c3cccnc3)n2n1)Nc1ccc(F)cc1	-1.3	0	0	1	1	-0.4	-7	-16	-0.7	1
COc1ccc2cc(C(=O)NCc3ccccc3)c(=O)oc2c1	-0.3	-12	2	3	1	1.0	-1	-46	0.0	-10
O=C(CN1CCN(c2ccccn2)CC1)Nc1ccc(F)c(F)c1	1.0	-6	0	0	-4	0.0	-2	1	-0.3	-3
O=C1NC(CCO)C(=O)NC1CCO (centres undefined)	-0.9	-7	-1	-2	5	0.0	-3	-3	1.7	-3
Cc1ccc(CNC(=O)COc2ccc3c(c2)CCC3)cc1	-0.7	-5	4	3	5	-0.2	-3	1	-1.3	-4
C#CCN1C=CC(=O)[C@@H](OC(=O)Nc2ccccc2Br)[C@H]1c1ccccc1Br	1.7	-8	-2	0	1	-0.2	-4	3	1.4	-4
CCc1nccn1S(=O)(=O)c1ccc(OC)c(OC)c1	-1.5	0	-4	-4	-4	-0.7	-7	4	0.3	-5

Among those listed so far, these contain an aryl methoxy group.
SMILES	LMPTP inh	Scp1 inh	STEP block	eLon inh	NRP1-CendR mod	Tb MetRS inh	bovine MsrA act	SUMO1 PPI mod	MsrA inhibitor	DNMT1 block
COc1ccc2cc(C(=O)NCc3ccccc3)c(=O)oc2c1	-0.3	-12	2	3	1	1.0	-1	-46	0.0	-10
CCc1nccn1S(=O)(=O)c1ccc(OC)c(OC)c1	-1.5	0	-4	-4	-4	-0.7	-7	4	0.3	-5

Back to the main list, starting 3 compounds before the break.
SMILES	LMPTP inh	Scp1 inh	STEP block	eLon inh	NRP1-CendR mod	Tb MetRS inh	bovine MsrA act	SUMO1 PPI mod	MsrA inhibitor	DNMT1 block
Cc1ccc(CNC(=O)COc2ccc3c(c2)CCC3)cc1	-0.7	-5	4	3	5	-0.2	-3	1	-1.3	-4
C#CCN1C=CC(=O)[C@@H](OC(=O)Nc2ccccc2Br)[C@H]1c1ccccc1Br	1.7	-8	-2	0	1	-0.2	-4	3	1.4	-4
CCc1nccn1S(=O)(=O)c1ccc(OC)c(OC)c1	-1.5	0	-4	-4	-4	-0.7	-7	4	0.3	-5
O=C(O)CC(NC(=O)OCc1ccccc1)c1ccc(Br)cc1 (centres undefined)	-1.6	-6	0	-12	-11	-0.3	-4	2	0.0	8
O=C(C[C@H]1C(=O)N(Cc2ccccc2)C[C@@H]1Cc1ccccc1)Nc1ccccc1	1.0	5	4	2	14	0.0	0	5	1.1	-3
NC12CC3CC(CC(C3)C1)C2	-2.2	-6	-2	-5	9	-1.0	-4	2	-1.0	1
COc1ccc(-c2ccc(C(C)=O)cc2)cc1[C@H]1[C@@H]2C=CCC[C@@]2(C)C(=O)N1Cc1ccccc1	12	-1	2	11	-15	-0.3	-7	-29	-0.3	-8
O=C(NCc1ccccn1)c1ccc(CNS(=O)(=O)c2ccc(F)cc2)cc1	-0.4	-4	-2	7	-6	-0.4	-3	1	0.6	7
COC(=O)c1cccnc1-n1c(=O)c2cccnc2n(Cc2cccc(OC)c2)c1=O	-0.3	-3	2	-9	-2	-0.9	-7	3	0.1	2
CC(=O)c1ccc(NC(=O)CSCC(=O)Nc2ccc3ccccc3c2)cc1	1.0	-15	4	0	2	-1.5	-4	-6	0.1	-3
COc1ccc(C(=O)Cn2nnc(-c3cccs3)n2)cc1	0.9	-11	1	0	-2	-0.4	2	-1	-0.4	-4
CCc1noc(C)c1C(=O)N1CCN(S(=O)(=O)c2ccc(Br)cc2Cl)CC1	-0.6	3	-2	1	10	-0.5	-7	2	-0.1	2
Cc1cc(NC(=O)CCN2C(=O)C3C4CCC(C4)C3C2=O)c(C)cc1Br (centres undefined)	-0.7	-10	1	-7	-1	-0.6	-8	-2	-0.7	-2
CCOC(=O)C1CCCN(C(=O)c2ccc3oc(CCc4ccccc4)nc3c2)C1 (centres undefined)	-1.1	-7	0	-4	2	0.1	-3	2	1.6	1
Cc1ccc(CN2CCN(c3ncccn3)CC2)c(C)c1	-0.6	-2	-2	5	1	-0.9	-4	-1	-0.1	1
Cc1nc(N)nc(Nc2ccc(C#N)cc2)c1Br	15	1	3	-9	17*	-0.4	-3	-1	1.8	1
Cc1cccc(C(=O)OCC(=O)Nc2c(C)n(C)n(-c3ccccc3)c2=O)c1	-0.5	-2	1	1	19*	-0.3	-4	-4	-0.6	1
Cn1cnc2c(ncn2C2OC(CO)C(O)C2O)c1=S (centres undefined)	-1.6	1	-1	-5	0	0.5	-8	-5	1.6	3
COc1cccc(N2CC(=O)Nc3c(oc4nc(-c5ccccc5)cc(C)c34)C2=O)c1	-0.9	-8	5	0	-5	0.1	-1	-13	-0.1	1
C[C@@H]1CN([C@H](C)CO)C(=O)CCCn2nncc2CO[C@H]1CN(C)S(=O)(=O)c1cn(C)cn1	-1.1	.	0	-4	27*	0.8	-2	12	-0.2	4
O=S(=O)(NCCS(=O)(=O)N1CCN(c2ccccc2)CC1)c1ccccc1	-0.6	-1	-1	3	4	-1.2	-10	3	0.1	1
CN1CCOc2cc(S(=O)(=O)Nc3ccc(F)cc3)ccc21	-1.2	-1	5	0	-2	-0.1	-1	-2	-0.2	-3
O=C(Cc1cccs1)NNC(=S)NC(=O)c1ccc(F)c(F)c1	-2.1	-11	4	-4	8	1.0	4	4	-1.0	8
CCc1ccc(N/C(N)=N/c2nc(CSc3ncccn3)cc(=O)[nH]2)cc1	0.0	-3	-5	2	4	-0.6	-3	8	-0.5	1
COc1ccc2c(C)cc(SCC(=O)NC3CCCC3)nc2c1	0.8	-4	0	5	-1	-0.1	-3	3	0.7	1
COc1ccc(CC(NC(C)=O)C(=O)N2CCN(C(=O)Nc3cccc(Cl)c3)CC2)cc1OC (centres undefined)	-0.7	-5	-3	-1	-14	-0.5	0	-2	-0.6	1
CC(=O)C1=CCC(c2ccccc2)N(S(=O)(=O)c2ccccc2)C1 (centres undefined)	0.0&0.7	.	0&-1	4&-11	15&-5	-0.6&-0.9	-2&-1	7&5	0.1&-1.0	11&1
Cc1ccc(NC(=O)c2cc([N+](=O)[O-])ccc2N2CCOCC2)cc1S(=O)(=O)N(C)C	-0.6	-7	2	1	2	0.3	-2	-26	1.7	0
CC1NC(C)c2c(ccc3ccccc23)O1 (centres undefined)	-0.2	6	3	1	4	-0.1	-8	-5	2.2	-2
COCCCNC(=O)CCC(=O)Nc1ccc2nc(N3CCOCC3)cc(C)c2c1	-1.1	-7	0	-1	0	0.4	0	4	1.7	2
O=C(c1ccc(S(=O)(=O)N2CCC(c3nc4ccccc4s3)CC2)cc1)N1CCOCC1	1.4	0	-1	4	13	-0.2	-1	-1	-0.2	-2
COc1cccc(NC(=O)CSc2nc3ccccc3c(=O)n2CCCC(=O)N2CCCC2)c1	-0.4	-7	-2	-1	-5	2.0	-3	2	0.3	-4
Cc1ccccc1-c1cccc([C@@H]2C[C@H]3[C@H](CON3C)CN2C)c1	-1.1	0	-2	-3	11	0.1	-3	0	0.9	4
COCCn1c(SCC(=O)N(C)C2CCS(=O)(=O)C2)nc2ccccc2c1=O (centres undefined)	-1.3	-6	-2	2	4	0.7	-3	2	0.2	2
COc1ccc(-c2nn(-c3ccccc3)cc2/C=C(\C#N)C(N)=O)cc1[N+](=O)[O-]	4.8	38	1	3	-25	-2.1	-10	1	-0.3	-18
CCOc1cccc(C(=O)Nc2ccc(NC(=O)c3ccccc3)c(C)c2)c1	-0.2	3	0	-5	-16	-1.1	-1	0	0.3	-9
Cc1cc(NC(=O)C2C3C(=O)N(CC4CCCO4)C(C(=O)NCc4ccccc4)C34C=CC2(C)O4)no1 (centres undefined)	-2.6	2	-1	7	-14	-1.7	-2	-2	0.4	0
Cc1cc(N2CCCC2)n2nc(C)nc2n1	-1.7	-7	-1	-1	-9	-0.6	-3	-1	-0.4	1
Cc1cccc(C)c1NC(=O)Cn1c(=O)n(CCC(=O)NCc2ccco2)c(=O)c2sccc21	-1.5	0	0	0	-2	0.1	1	2	-0.2	2
Cc1cc(C)n2c(Br)c(CN3CCCC(C)C3)nc2n1 (centres undefined)	1.1	1	-2	-2	13	-0.4	-1	-1	1.0	3
Cc1noc(C)c1CSc1ncnc2ccccc12	-1.4	3	-5	-7	-2	-1.2	-10	-2	1.8	-1
Oc1ccc(Cl)cc1C=Nc1ccccc1Br	-2.3	-7	-2	5	-16	0.1	-2	1	-0.7	-1
CN(C)C(=O)[C@H]1C[C@H]1[C@@H](O)[C@H](CO)NC(=O)[C@H](Cc1ccccc1)NC(=O)OC(C)(C)C	-3.2	-6	4	4	17	-0.2	-3	-1	0.6	6
COCCNC(=O)CN(C(=O)Cn1nnc2ccccc21)c1ccccc1C	-1.0	-7	-4	-2	18	0.1	-1	-4	-1.9	2
COc1ccc2c(c1)OC13CCN(C)CC1C2C(C(=O)c1ccc(F)cc1)C(=O)N3 (centres undefined)	-1.8	-19	0	-12	2	-0.3	1	0	1.5	-4
CC(C)Oc1ccc(S(=O)(=O)N2CCCCC2)cc1NC(=O)CN1C(=O)NC(C)(c2ccccc2)C1=O (centres undefined)	1.0	-2	-1	-4	14	-0.1	-2	2	0.2	-3
CC1(C)CC2CC(C)(CN2C(=O)c2cc(-c3ccc(F)cc3)on2)C1 (centres undefined)	2.7	-6	3	-4	-1	0.1	-5	5	-1.7	2
Cc1cccc(N2CCN(C(=O)COc3ccc4c(C)cc(=O)oc4c3C)CC2)c1C	4.8	-8	4	2	6	0.1	-2	-1	0.3	-7
Cc1cc2ccccc2c(=O)n1CC(=O)NCC(=O)N(C)C1CCCCC1	0.9	-6	-2	-1	17	0.5	0	-2	1.2	2
Cc1ccc(C(=O)COC(=O)C(C)N2C(=O)C3C4C=CC(C4)C3C2=O)cc1C (centres undefined)	-1.5	-11	0	-8	-3	-0.3	-4	1	-0.6	3
